Growth percent in the NCI-60 one-dose screen (48 h, 10 µM unless noted): 100 = growth as untreated, 0 = no growth, -100 = all killed.
SF-539: SF-539 CNS cancer; 81,000 tested, 6.8% active
U251: U251 CNS tumor cells; 80,000 tested, 5.4% active; AID 1794753
SF-295: SF-295 CNS cancer cells; AID 1794758; 79,000 tested, 5.6% active
DU-145: DU-145 prostate cancer; 81,000 tested, 4.2% active
UO-31: UO-31 renal cancer. 81,000 tested, 5.2% active
SN12C: SN12C renal cancer cells | 81,000 tested, 3.8% active
PC-3: PC-3 prostate cancer cells | 80,000 tested, 3.9% active | AID 1794754
SF-268: SF-268 CNS cancer cells; 82,000 tested, 3.1% active
786-0: 786-0 renal cancer cells. 81,000 tested, 5.1% active. AID 1794775
* marks the source's active call; other numbers are inactive results; . = no result given. How the source made its calls: active means growth percent below 10; inactive means the rest. Hits appear at their usual frequency (roughly 9.4% active in at least one column).

item	smiles	786-0	SN12C	DU-145	SF-268	U251
1	O=C(c1ccc(OCCN2CCOCC2)cc1)C1[C@H](c2ccc(Cl)cc2)[C@@H](c2ccccc2)NC12C(=O)Nc1ccc(Cl)cc12 (stereo partly specified)	17	13	46	44	25
2	COc1ccc(-n2cnc(=S)[nH]c2=S)cc1	99	101	114	103	107
3	O=C(/C=C/c1cccc(C(F)(F)F)c1)Nc1cccc(C(F)(F)F)c1	76	83	30	71	27
4	O=c1[nH]c(-c2ccccn2)nc2sc3c(c12)CCCCC3	60	51	49	48	17
5	O=C(N/N=C/c1cc[nH]c1)c1cn(C2CC2)c2cc(N3CCNCC3)c(F)cc2c1=O	102	100	103	94	99
6	CC(C)CNC(=O)/C=C/c1ccc2c(c1)OCO2	100	102	.	96	107
7	O=S(Nc1ccccc1)c1ccc(-c2ccccc2)cc1 (stereo unspecified)	98	86	111	86	89
8	Cc1c(O)ccc(=O)n1O	71	107	109	94	116
9	Cc1ccc(NC(=O)c2sc3nc4c(cc3c2N)C(=O)CCC4)cc1	95	88	96	110	87
10	CN1CCc2c(Cc3ccc(C(=O)NO)cc3)c3ccccc3n2C1	92	88	87	84	76
11	c1ccc(Cc2nnc3n2CCC(c2ccccc2)S3)cc1 (stereo unspecified)	103	105	105	97	101
12	OC(C[n+]1ccc2ccccc2c1)c1ccccc1 (stereo unspecified)	96	99	106	100	93

item	SF-539	PC-3	UO-31	SF-295
1	41	6.2*	19	27
2	106	92	92	102
3	97	19	48	10
4	.	44	33	33
5	96	87	86	110
6	97	89	87	96
7	93	89	84	100
8	118	94	89	88
9	94	73	85	47
10	66	65	84	86
11	101	93	83	93
12	101	74	78	97

Ordered by length of the SMILES (high to low): part of the list above
item	smiles	786-0	SN12C	DU-145	SF-268	U251
5	O=C(N/N=C/c1cc[nH]c1)c1cn(C2CC2)c2cc(N3CCNCC3)c(F)cc2c1=O	102	100	103	94	99
9	Cc1ccc(NC(=O)c2sc3nc4c(cc3c2N)C(=O)CCC4)cc1	95	88	96	110	87
4	O=c1[nH]c(-c2ccccn2)nc2sc3c(c12)CCCCC3	60	51	49	48	17

item	SF-539	PC-3	UO-31	SF-295
5	96	87	86	110
9	94	73	85	47
4	.	44	33	33

The listing continues.
item	smiles	786-0	SN12C	DU-145	SF-268	U251
13	Nc1ccc(S(=O)(=O)Nc2cccc(NS(=O)(=O)c3ccc(N)cc3)c2)cc1	102	95	115	105	100
14	O=C(O)C(=S)Cc1ccco1	111	107	120	117	102
15	CCOP(=O)(CN=C(c1ccccc1)c1ccccc1)OCC	101	98	104	91	104
16	Clc1ccc(C2CC(c3cccc(OCCCCOc4cccc(C5=NOC(c6ccc(Cl)cc6)C5)c4)c3)=NO2)cc1 (stereo unspecified)	91	95	108	103	88
17	CCOC(=O)c1cc(=O)c(SC(=S)N2CCCC2)co1	103	96	109	96	106
18	COc1ccc(S(=O)(=O)NCCCNc2cc(-c3cn(C(C)(C)C)nc3-c3cccc(F)c3)ccn2)cc1	82	77	85	88	65
19	N#Cc1ccc(C(=O)C[n+]2cn(CC(=O)Nc3cccc4cccnc34)c3ccccc32)cc1	.	92	102	83	102
20	O=C(CCCCCSc1nc(-c2ccc(Cl)cc2)cc(-c2ccc(Cl)cc2)n1)NO	82	77	85	106	73
21	Nc1ncc(CNc2ccc(C(=O)O)cc2)c(N)n1	101	101	111	107	102
22	Clc1ccc2nc(C(Cl)(Cl)Cl)[nH]c2c1	113	102	116	118	106
23	CC(=O)Nc1cc(-c2ccccc2)ccc1O	106	102	99	96	95
24	COc1ccc(Cc2nc3sc4c(c3c(=O)[nH]2)CCC4)cc1OC	61	90	116	101	99

item	SF-539	PC-3	UO-31	SF-295
13	.	86	93	97
14	116	83	92	110
15	104	88	83	103
16	92	67	68	87
17	101	101	80	92
18	71	60	74	87
19	100	90	72	99
20	75	68	42	82
21	105	91	77	109
22	89	95	68	.
23	105	92	86	113
24	121	80	91	51

Next part (two carried over from the part before).
item	smiles	786-0	SN12C	DU-145	SF-268	U251
23	CC(=O)Nc1cc(-c2ccccc2)ccc1O	106	102	99	96	95
24	COc1ccc(Cc2nc3sc4c(c3c(=O)[nH]2)CCC4)cc1OC	61	90	116	101	99
25	CC1=CCC(=O)O1	102	100	101	111	99
26	COc1ccc(NCC(=O)Nc2ccc(-c3nc4ccccc4s3)cc2)cc1	85	94	99	89	81
27	O=C(Cn1cc(COc2ncnc3c2cnn3-c2ccccc2)nn1)Nc1ccccc1Cl	99	93	107	98	99
28	C=CCOc1cccc(/C=C/C(=O)c2sc(Nc3cccnc3)nc2C)c1	52	41	38	82	51
29	COc1ccc(N2CCN(c3cc(Nc4nc(-c5cc(OC)c(OC)c(OC)c5)cs4)nc(C)n3)CC2)cc1	100	81	88	95	88
30	COc1cc(NCCCCN)c2ncccc2c1	94	94	113	107	109
31	CCNc1nnc2n(-c3ccccc3)c(=O)c3cnn(-c4ccccc4)c3n12	74	102	105	96	95
32	Cc1nn(-c2ccc(F)cc2)c2ncnc(Nc3ccc(NC(=O)Nc4cccc(C(F)(F)F)c4)cc3)c12	85	70	91	84	57
33	S=C(Nc1ccccc1)Nc1cccc2ccccc12	103	96	115	106	101
34	COc1cc(-c2nn(-c3ccccc3)cc2-c2ccnc(NCCNS(=O)(=O)c3ccc(Cl)cc3)n2)ccc1Cl	29	27	51	41	28
35	COc1cc(-c2csc(NC(=O)c3cc(C(F)(F)F)cc(C(F)(F)F)c3)n2)cc(OC)c1OC	42	25	35	35	21
36	COc1ccc(/C=C2\SC(=O)N(Cc3cc(=O)oc4ccc(Cl)cc34)C2=O)cc1	92	100	99	102	105

item	SF-539	PC-3	UO-31	SF-295
23	105	92	86	113
24	121	80	91	51
25	104	101	100	91
26	97	87	72	97
27	99	101	94	103
28	77	45	48	89
29	84	.	60	85
30	96	98	99	100
31	98	86	80	97
32	61	.	57	37
33	101	85	52	91
34	60	18	21	31
35	56	11	21	34
36	88	98	86	105

Further entries
item	smiles	786-0	SN12C	DU-145	SF-268	U251
37	O=C(c1cc[n+](CCc2ccccc2)cc1)N1CCOCC1	100	97	104	104	98
38	O=C1CC(Sc2n[nH]c(-c3ccncc3)n2)C(=O)N1c1ccc(Br)cc1 (stereo unspecified)	106	94	117	117	107
39	Cc1n(Cc2ccc3ccccc3n2)c2ccccc2[n+]1Cc1ccc2ccccc2n1	107	79	96	91	72
40	Clc1cc(-c2ccccc2)nc(Cl)n1	96	103	108	95	100
41	CCOC(=O)c1nnc(SC)nc1SC	107	106	104	106	102
42	CCOC(=O)c1cocc1C(=O)O	103	105	113	108	103
43	COc1ccc(C2=CC(c3ccc(C)cc3Br)N3C(C)=CSC3=N2)cc1OC (stereo unspecified)	95	101	109	108	92
44	O=C(Nc1nccs1)c1ccc(COc2ccccc2)o1	95	96	103	92	102
45	Cc1ccc2c(c1)C(C)Cc1c(N(C)C)ncnc1N2C (stereo unspecified)	35	45	69	47	21
46	O=C(NOC1OC(CO)C(O)C(O)C1O)Nc1ccc([N+](=O)[O-])cc1 (stereo unspecified)	110	91	117	102	98
47	C(#Cc1ccccc1)COCC1CO1 (stereo unspecified)	96	88	93	110	94
48	CC[N+]([O-])(CC)CCNc1ccc(CO)c2sc3ccccc3c(=O)c12	99	113	112	102	114

item	SF-539	PC-3	UO-31	SF-295
37	101	86	93	104
38	102	118	89	107
39	91	77	87	109
40	97	99	91	98
41	123	98	101	103
42	107	112	93	101
43	110	98	90	.
44	97	96	74	90
45	28	33	59	6.5*
46	95	96	.	72
47	93	90	81	118
48	96	101	82	98

(continued)
item	smiles	786-0	SN12C	DU-145	SF-268	U251
49	CC1CCN(C2=NC(=O)/C(=C\c3ccc(OCc4ccc([N+](=O)[O-])cc4)cc3)S2)CC1	.	92	105	103	99
50	CC(=O)NC(N)=O	92	109	111	99	94
51	Cc1ccc(/C=C2\Oc3cc(C)c(Cl)c(C)c3C2=O)cc1	97	94	105	103	96
52	CC(C)(C)OC(=O)N1CCN(c2nc3ccc(F)cc3c3c(=O)c4cc(F)ccc4sc23)CC1	98	96	110	100	95
53	C1=CC2C3CCC(C3)C2C1 (stereo unspecified)	94	89	105	99	97
54	N=c1c2cc(-c3ccccc3)oc2ncn1/N=C/c1ccc(N2CCOCC2)cc1	96	93	109	105	103
55	C=CCNC(=S)NCC=C	100	92	118	111	107
56	CCN(CC)CCCC(C)Nc1ccnc2cc(Cl)cnc12 (stereo unspecified) (tested in a mixture with another compound)	110	100	100	104	96
57	CC1(C)CC[C@]2(C(=O)O)CC[C@]3(C)C(=CC[C@@H]4[C@@]5(C)C/C(=C/O)C(=O)C(C)(C)[C@@H]5CC[C@]43C)[C@@H]2C1	84	66	85	57	28
58	Cc1n[nH]c(C)c1Br	100	102	108	101	105
59	N#Cc1ccccc1Cn1cc(CSc2nc3ccccc3s2)nn1	105	96	106	98	107
60	Cc1ccc2cc(CC(=O)NCCc3c[nH]c4ccccc34)oc2c1	96	88	104	84	96

item	SF-539	PC-3	UO-31	SF-295
49	97	86	81	102
50	93	105	85	99
51	91	102	62	97
52	88	97	77	100
53	93	71	86	88
54	92	93	74	109
55	99	67	91	121
56	76	82	65	.
57	29	31	58	80
58	103	87	92	103
59	103	96	91	98
60	91	71	58	92

(further entries)
item	smiles	786-0	SN12C	DU-145	SF-268	U251
61	CC(N)CCCC(C)(C)O (stereo unspecified)	98	.	122	116	.
62	CCCCNC(=O)c1c(C)[nH]c(-c2nc3ccccc3[nH]2)c1C	101	95	104	103	103
63	CCCC(=O)c1cc(C)cs1	97	102	105	99	104
64	COc1cc(/C=C/C(=O)c2ccc(C(F)(F)F)cc2)ccc1Oc1nc(NCCO)nc(N2CCOCC2)n1	100	87	101	87	70
65	CCCC(=O)Oc1ccc(/C(=C(/C)Cc2cccc(OC)c2)c2ccc(OCCN3CCCCC3)cc2)cc1	90	90	109	96	85
66	COCCOC(=O)c1ccccc1C(=O)OCCOC	98	97	107	99	100
67	CSc1nc2nc(Cl)c(Cl)nc2[nH]1	96	102	104	107	99
68	Nc1c(Br)cc(Br)cc1CNC1CCC(O)CC1 (stereo unspecified)	96	.	108	102	100
69	CN(C)c1ccc(N2C(N)=NC(N)=NC2(C)C)cc1	96	95	97	111	92
70	CCOC(=O)CCCCCCCCCCCCC1C=CCC1 (stereo unspecified)	111	105	119	112	92
71	CCCC(=O)C(CC)C(=O)Nc1ccccc1 (stereo unspecified)	100	101	107	98	.
72	O=C1c2ccccc2C(=O)N1CNc1ccc(Br)c(Cl)c1	98	100	104	99	98

item	SF-539	PC-3	UO-31	SF-295
61	104	100	83	99
62	102	97	92	112
63	98	95	92	100
64	98	87	70	96
65	89	87	69	78
66	102	103	96	102
67	99	93	90	102
68	118	92	70	91
69	100	98	90	85
70	111	102	96	125
71	96	98	88	98
72	99	.	82	97

Following part.
item	smiles	786-0	SN12C	DU-145	SF-268	U251
73	Cc1ccc(NC=O)cc1NC=O	94	100	120	95	106
74	CC(=O)N1N=C(c2ccc(Oc3nnnn3-c3ccccc3)cc2)OC1c1ccc(Cl)cc1 (stereo unspecified)	94	81	102	84	92
75	CN1C(=O)CN(CCN2CC(=O)N(C)C(=O)C2)CC1=O	108	106	128	105	101
76	CCOC(=O)c1cnn(CC(C)O)c1NC(=O)NCc1ccc(F)cc1 (stereo unspecified)	94	97	94	95	99
77	CC(C)c1ccc(NC(=O)Nc2ccc(NC(=O)CCCC(=O)NO)cc2)cc1	98	108	106	101	100
78	CN(C)CCN(Cc1ccc(Cl)s1)c1ccccn1	99	91	104	96	96
79	CN(CCCCCl)P(=O)(OCc1ccc([N+](=O)[O-])o1)C(F)(F)C[C@H](NC(=O)CNC(=O)c1ccc(N=[N+]=[N-])cc1)C(=O)NCCc1ccc(O)cc1 (stereo partly specified)	109	95	117	98	69
80	COC1C(O)CC(OC2CC(OC3CC(O[C@@H]4C(=O)c5c(cc6cc(OC7CC(OC8CC(O)C(O)C(C)O8)C(O)C(C)O7)c(C)c(O)c6c5O)CC4[C@H](OC)C(=O)O)OC(C)C3O)OC(C)C2O)OC1C (stereo partly specified)	35	21	22	28	0.4*
81	O=C1C=CC(=O)N1c1ccc(Nc2ccccc2)cc1	102	98	116	108	97
82	CCC(OC(=O)CC(C)C)c1ccccc1 (stereo unspecified)	95	.	103	94	87
83	COc1cc(CNC(=O)CCCC/C=C/C(C)C)ccc1OCc1cn(-c2ccccc2Cl)nn1	94	94	99	88	86
84	Cn1c(N)c(N=O)c(=O)n(C)c1=S	104	100	113	106	105

item	SF-539	PC-3	UO-31	SF-295
73	101	.	70	102
74	99	81	59	95
75	105	94	90	128
76	106	80	92	92
77	102	96	96	108
78	94	79	79	98
79	104	101	85	101
80	5.9*	22	1.5*	11
81	97	96	96	95
82	98	95	95	95
83	104	81	75	99
84	108	92	65	104

(next part)
item	smiles	786-0	SN12C	DU-145	SF-268	U251
85	CSc1nc(N)c2[nH]cnc2n1	106	106	107	105	103
86	C=C1C(=O)O[C@H]2[C@H]1CC/C(C(=O)NCCCNC(=O)/C1=C/CC[C@@]3(C)O[C@H]3[C@H]3OC(=O)C(=C)[C@@H]3CC1)=C\CC[C@@]1(C)O[C@@H]21	103	104	99	93	101
87	CC(=NC(C)(C)C)Nc1ccc(Cl)cc1	100	106	111	99	96
88	Nc1nc(Cl)cc(-c2ccccc2)n1	99	97	101	99	103
89	Cc1ccc(NC(=O)CSc2nc(-c3cnccn3)cc(-c3cccs3)c2C#N)cc1	66	92	89	64	70

item	SF-539	PC-3	UO-31	SF-295
85	98	102	94	100
86	102	100	96	101
87	104	103	76	95
88	97	99	91	98
89	67	80	91	84

Compound activity: PubChem, NCI
